# Screens: PubChem BioAssay, several laboratories
# IL1B NFkB inh = inhibitors of IL-1B driven NFkB p65 nuclear import, primary screen, imaging, HUVEC, IL-1B stimulus, high-content imaging | AID 796, 2007 | HUVEC IL-1B NFkB p65 nuclear translocation imaging | inhibition, % at 2 µM | 94,000 compounds, 0.43% hits;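 active means inhibition above about 30% together with a positive call from visual inspection of the well image, limit read from the data; inconclusive means inhibition above a set limit but visual check negative; inactive means inhibition not above a set limit, visual check negative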;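 further: nuclear over cytoplasmic p65 intensity ratio measured by imaging; 0% = IL-1B stimulated DMSO wells and 100% = unstimulated DMSO wells; values of inactives mirror those of a sister screen read the other way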
# NFkB transloc pot = enhancers of NFkB p65 translocation in HUVEC – imaging, IL-1B stimulus, high-content imaging, primary screen; HUVEC IL-1B NFkB p65 nuclear translocation imaging; activation, % at 2 µM; 94,000 compounds, 0.3% hits; AID 819, 2007;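 active means activation above 40%, about the mean plus 3 SD, also judged a hit on visual image review; inconclusive means activation above 40% but not a hit on visual review; inactive means activation not above 40% and no visual hit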;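 further: percent activation is computed from the nuclear over cytoplasmic p65 intensity ratio; values of inactives mirror those of a sister screen read the other way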
# MRP resist rev = reversal of MRP1-mediated doxorubicin resistance, primary screen, H69AR cells, doxorubicin co-treatment; H69AR cells + 2 uM doxorubicin, CellTiter-Glo, 72 h; differential viability (reversal), % at 10 µM; 85,000 compounds, 0.04% hits;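 active means viability drop by adding the cancer drug above about 55%, with treated viability meeting a 40% cutoff, limit read from the data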;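 further: viability without doxorubicin minus viability with 2 µM doxorubicin for each compound; larger differential means the compound sensitizes cells more to doxorubicin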
# Bcl-B displacement = displacers of TR3 peptide from Bcl-B, primary screen, selectivity assay for Bfl-1 inhibitor project, biochemical, fluorescence polarization; FP displacement of FITC-TR3 peptide from Bcl-B; higher % means a stronger effect; 96,000 compounds, 0.11% hits; one-dose displacement, % at 20 µM; IC50 in µM for titrated hits; Bcl-2-like protein 10 (Homo sapiens);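 active means displacement above 50% at 20 µM plus a fluorescence interference ratio under 1.5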;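 further: plate controls were wells without compound for no effect and wells lacking Bcl-B protein for full effect; a part of the inactive calls stands beside numbers as strong as those of hits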
# PLAP inhibition = PLAP enzyme inhibitors, biochemical, luminescence, HTS (AID 690). Alkaline phosphatase, placental type (Homo sapiens). purified PLAP, luminescent substrate; higher % means a stronger effect. one-dose inhibition, % at 20 µM; IC50 in µM for titrated hits. 96,000 compounds, 0.08% hits; in the data active means a potency from the dose series; inactive means the rest, 99 in 100 with inhibition below about 30%; further: strong numbers were not always called active
# MRP resist rev cytotoxicity = second read-out of MRP resist rev, no call of its own (marks repeat the call); viability, %; H69AR cells, CellTiter-Glo, 72 h; measured here: cytotoxicity without doxorubicin
# MRP resist rev with doxorubicin = recorded beside MRP resist rev, whose call it bears; viability, %; measured here: viability with 2 uM doxorubicin; active compounds read low
# IL1B NFkB inh cell count 2 µM = also measured in IL1B NFkB inh; calls as there; cell count; measured here: cells passing quality filter;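 raw number of nuclei counted in each imaged well without normalization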
# NFkB transloc pot cell count 2 µM = recorded beside NFkB transloc pot, whose call it bears; cell count; measured here: cells passing quality filter
# The depositor's hits bear a star; ? = inconclusive; · = not tested or not shown. These rows are one share of the data; count on the stated rates, not on these rows.
# The opening two records, ahead of the listing:
SMILES,IL1B NFkB inh,IL1B NFkB inh cell count 2 µM,NFkB transloc pot,NFkB transloc pot cell count 2 µM,MRP resist rev,MRP resist rev cytotoxicity,MRP resist rev with doxorubicin,Bcl-B displacement,PLAP inhibition
CC(=O)Nc1ccc(NC(=O)CCCCCN2C(=O)c3ccccc3C2=O)cc1,-7,178,7,178,-20,81,101,3%,13%
COc1ccc2c(c1)c(=O)oc1cc(OCC(=O)N3CCCC(C)C3)ccc12 (stereo not drawn),-6,136,6,136,-8,70,77,32%,-30%

# All compounds of this part, from the start:
SMILES,IL1B NFkB inh,IL1B NFkB inh cell count 2 µM,NFkB transloc pot,NFkB transloc pot cell count 2 µM,MRP resist rev,MRP resist rev cytotoxicity,MRP resist rev with doxorubicin,Bcl-B displacement,PLAP inhibition
CC(=O)Nc1ccc(NC(=O)CCCCCN2C(=O)c3ccccc3C2=O)cc1,-7,178,7,178,-20,81,101,3%,13%
COc1ccc2c(c1)c(=O)oc1cc(OCC(=O)N3CCCC(C)C3)ccc12 (stereo not drawn),-6,136,6,136,-8,70,77,32%,-30%
COc1cc(NC(=O)c2ccccc2Cl)c(OC)cc1NC(=O)CN1CCOCC1,5,83,-5,83,13,90,77,0%,-46%
CC1=C(C(=O)NCc2ccccc2)C(c2ccc(C)o2)n2ncnc2N1 (stereo not drawn),11,148,-11,148,-3,93,96,1%,19%
CCOc1ccc(OCCOc2ncnc3ccccc23)cc1,3,172,-3,172,10,101,91,0%,-2%
Nc1cccnc1Sc1cc(Cl)c(Cl)cc1Cl,-10,153,10,153,·,·,·,3%,-2%
Nc1nnnn1/N=C/c1cccs1,-9,115,9,115,-3,93,95,14%,6%
Cn1c(CO)cnc1SCc1ccc(Cl)cc1,-4,212,4,212,·,·,·,-9%,13%
COc1ccc(NC(=O)CN(Cc2ccccc2)S(C)(=O)=O)cc1,-5,160,5,160,10,100,89,5%,19%
O=C(Nc1sc2c(c1C(=O)NC1CC1)CCCCCC2)c1ccco1,-12,170,12,170,-21,30,51,0%,22%
CC1=C(C#N)C(NC(=O)c2ccco2)(C(F)(F)F)C(=O)N1 (stereo not drawn),-20,134,20,134,10,97,87,-7%,-14%
O=C(CN1CCC2(CC1)OCCO2)c1c[nH]c2ccccc12,-7,139,7,139,10,96,86,-45%,1%
CC(O)CNc1nc2ccccc2n1-c1ncnc2sc3c(c12)CCC3 (stereo not drawn),13,198,-13,198,-38,38,76,17%,-172%
O=C(Cn1cnc2c(nnn2-c2ccccc2)c1=O)NCc1ccco1,16,45,-16,45,·,·,·,-1%,12%
COc1ccc(C2=NOC(C(=O)NCc3ccco3)C2)cc1 (stereo not drawn),7,147,-7,147,-31,25,56,-12%,4%
CCN(CCO)C(=O)CC(c1ccccc1)c1cc(Br)ccc1O (stereo not drawn),0,84,0,84,20,104,85,·,·
COC(=O)c1cccc(CSc2nnc(-c3ccco3)n2-c2ccccc2)c1,·,·,·,·,1,79,78,9%,3%
CCc1sc(N(C(=O)Cc2ccccc2)c2cccc(F)c2)nc1-c1ccc(C)cc1,1,144,-1,144,·,·,·,-2%,23%
COc1ccc(CCN(Cc2cc3cc(C)cc(C)c3nc2Cl)C(=O)C2CC2)cc1,3,117,-3,117,·,·,·,-2%,-2%
COc1ccc(OC)c(C2=Nn3c(nnc3-c3cc(OC)c(OC)c(OC)c3)SC2)c1,3,165,-3,165,0,58,59,9%,-39%

# 4 entries out of the list, ordered by heavy-atom count, high to low:
SMILES,IL1B NFkB inh,IL1B NFkB inh cell count 2 µM,NFkB transloc pot,NFkB transloc pot cell count 2 µM,MRP resist rev,MRP resist rev cytotoxicity,MRP resist rev with doxorubicin,Bcl-B displacement,PLAP inhibition
CCc1sc(N(C(=O)Cc2ccccc2)c2cccc(F)c2)nc1-c1ccc(C)cc1,1,144,-1,144,·,·,·,-2%,23%
COc1ccc(NC(=O)CN(Cc2ccccc2)S(C)(=O)=O)cc1,-5,160,5,160,10,100,89,5%,19%
COc1ccc(C2=NOC(C(=O)NCc3ccco3)C2)cc1 (stereo not drawn),7,147,-7,147,-31,25,56,-12%,4%
Nc1nnnn1/N=C/c1cccs1,-9,115,9,115,-3,93,95,14%,6%

# (continued)
SMILES,IL1B NFkB inh,IL1B NFkB inh cell count 2 µM,NFkB transloc pot,NFkB transloc pot cell count 2 µM,MRP resist rev,MRP resist rev cytotoxicity,MRP resist rev with doxorubicin,Bcl-B displacement,PLAP inhibition
COc1cccc(OCCN2CCN(c3ncnc4c3cnn4-c3ccccc3)CC2)c1,-1,144,1,144,27,68,41,-9%,-44%
Cc1ccc(C)c2[nH]c(=O)c(CCNC(=O)c3ccc(S(=O)(=O)N(C)C)cc3)cc12,-9,74,9,74,-10,68,78,3%,-40%
Cc1nnsc1NC(=O)OCc1ccc(Cl)cc1Cl,-8,150,8,150,·,·,·,-6%,-13%
Cn1c(=O)c2c(ncn2Cc2ccccc2)n(C)c1=O,10,135,-10,135,1,90,89,·,·
Cc1ccc2[nH]c(=O)c(CN(CCCO)S(=O)(=O)c3cccc4nsnc34)cc2c1,6,195,-6,195,2,78,75,-4%,-50%
C=CCSc1nnnn1-c1ccc(OC)cc1,4,179,-4,179,-4,89,93,6%,11%
C=CCn1c(Cc2cccs2)nnc1SCC(=O)c1ccc(F)cc1,-22,138,22,138,-5,74,78,-4%,-25%
Cc1ccc(S(=O)(=O)N2CCCN(S(=O)(=O)C3CCS(=O)(=O)C3)CC2)cc1 (stereo not drawn),-4,145,4,145,18,96,79,-3%,17%
COC(=O)C1CCN(C(=O)Nc2ccc(OC)cc2)CC1,-2,161,2,161,-9,102,111,-3%,6%
CN(C)C(=O)c1c2c(nc3ccccc13)-c1ccccc1CC2,0,119,0,119,·,·,·,17%,0%
O=C(Nc1ccc(N2CCCCC2)c(C(=O)O)c1)c1ccco1,4,190,-4,190,-2,95,96,10%,9%
COc1ccc(C2CC(c3cccc(C)c3)n3ncnc3N2)cc1 (stereo not drawn),-13,67,13,67,17,102,85,2%,-45%
Clc1ccccc1CSC1=NCCCN1,3,149,-3,149,9,96,88,2%,-12%
COc1ccc(N(C(=O)c2ccc(Br)o2)C2C=CS(=O)(=O)C2)cc1 (stereo not drawn),-18,110,18,110,·,·,·,1%,-2%
CC(=O)Nc1ccc(S(=O)(=O)Nc2ccc(N3CCOCC3)cc2)cc1,-58,106,?,·,-10,90,100,-8%,1%
CCN=C1SC(C(N)=O)CC(=O)N1CC (stereo not drawn),-4,101,4,101,3,90,87,15%,9%
CC(C)(C)c1ccc(C(=O)CSc2ncn[nH]2)cc1,-29,141,29,141,21,100,79,-5%,-50%
O=C(c1ccco1)c1cn(CC(=O)N2CCCCC2)c2ccccc12,-2,86,2,86,-20,59,79,5%,16%
COc1cccc(-c2nc(C(N)=O)c3[nH]c(=O)n(-c4ccccc4)c3n2)c1OC,·,·,·,·,-17,70,87,2%,-64%
C=CCNc1nnc(SCC(=O)N2CCCCC2)c2ccccc12,·,·,·,·,16,94,78,31%,-44%
O=C(c1cccs1)N(CC1CCCO1)c1nc(-c2ccccc2)cs1 (stereo not drawn),-6,156,6,156,-12,80,92,-69%,11%
O=C(CN1C(=O)c2ccccc2S1(=O)=O)NC1CCCC1,-32,129,32,129,3,87,84,4%,7%
O=C(Cn1cccc1C(=O)c1ccccc1)NCc1ccccc1,13,174,-13,174,11,93,81,-5%,15%
CCOC(=O)CSc1nnc(-c2cccc(Br)c2)o1,9,79,-9,79,16,97,81,-30%,-2%
O=c1cc(NC2CCCCC2)c2ccccc2o1,-3,144,3,144,-14,45,59,-1%,41%
CCc1cc2ccccc2nc1SCC(=O)N1CCN(C(=O)c2ccco2)CC1,·,·,·,·,4,79,75,-6%,-68%
Cc1c(=O)n(OCc2c(F)cccc2F)c2ccccc2[n+]1[O-],-1,153,1,153,·,·,·,·,·
CN1CCc2nc(SCCOc3ccccc3)c(C#N)cc2C1,0,123,0,123,4,68,64,8%,-13%
O=c1[nH]nc(Sc2ncnc3sccc23)n1CCc1ccccc1,-10,212,10,212,-9,104,112,-12%,0%
CC(=O)Nc1ccc(S(=O)(=O)NNC(=O)c2ccc(C)cc2)cc1,8,158,-8,158,·,·,·,-5%,5%
Cc1nn(Cc2ccccc2Cl)c(C)c1NC(=O)Cn1nc([N+](=O)[O-])c(Cl)c1C,-13,154,13,154,·,·,·,-13%,-8%
Brc1ccc2c(c1)C(c1ccc(N3CCOCC3)cc1)=NNC(c1cccs1)=N2,2,128,-2,128,·,·,·,-2%,-16%
O=C(CN1C(=O)C2CCCN2C(=O)c2ccccc21)Nc1ccccc1-n1cccc1 (stereo not drawn),-30,160,30,160,7,93,85,·,·
Cc1cccc(CC(=O)Nc2cc(=O)n(C)c(=O)n2C)c1,·,·,·,·,21,113,93,-2%,-8%
CC(C)(C)NC(=O)C12CCC(C)(c3nc4ccccc4nc31)C2(C)C (stereo not drawn),8,179,-8,179,-6,88,94,0%,-92%
CCNc1oc(COc2cccc(C)c2)nc1C#N,2,182,-2,182,·,·,·,8%,13%
COc1ccc(C2CC(C(F)(F)F)n3nc(C(=O)NCCN4CCOCC4)cc3N2)cc1 (stereo not drawn),·,·,·,·,·,·,·,-5%,-32%
COc1ccc(C(C#N)N2N=C(C)CC2(C)C)cc1 (stereo not drawn),11,170,-11,170,15,104,89,3%,7%
Cc1cc(C)c(C#N)c(SCC(=O)Nc2ccccc2C(N)=O)n1,-8,146,8,146,4,86,82,-9%,1%
O=C(NCc1cccs1)C1CCCN(S(=O)(=O)c2cnc[nH]2)C1 (stereo not drawn),-10,144,10,144,13,103,91,-5%,8%

# No new results follow: seven of the compounds above.
SMILES,IL1B NFkB inh,IL1B NFkB inh cell count 2 µM,NFkB transloc pot,NFkB transloc pot cell count 2 µM,MRP resist rev,MRP resist rev cytotoxicity,MRP resist rev with doxorubicin,Bcl-B displacement,PLAP inhibition
O=C(c1cccs1)N(CC1CCCO1)c1nc(-c2ccccc2)cs1 (stereo not drawn),-6,156,6,156,-12,80,92,-69%,11%
O=C(CN1C(=O)c2ccccc2S1(=O)=O)NC1CCCC1,-32,129,32,129,3,87,84,4%,7%
O=C(Cn1cccc1C(=O)c1ccccc1)NCc1ccccc1,13,174,-13,174,11,93,81,-5%,15%
CCOC(=O)CSc1nnc(-c2cccc(Br)c2)o1,9,79,-9,79,16,97,81,-30%,-2%
O=c1cc(NC2CCCCC2)c2ccccc2o1,-3,144,3,144,-14,45,59,-1%,41%
CCc1cc2ccccc2nc1SCC(=O)N1CCN(C(=O)c2ccco2)CC1,·,·,·,·,4,79,75,-6%,-68%
Cc1c(=O)n(OCc2c(F)cccc2F)c2ccccc2[n+]1[O-],-1,153,1,153,·,·,·,·,·

# Other compounds.
SMILES,IL1B NFkB inh,IL1B NFkB inh cell count 2 µM,NFkB transloc pot,NFkB transloc pot cell count 2 µM,MRP resist rev,MRP resist rev cytotoxicity,MRP resist rev with doxorubicin,Bcl-B displacement,PLAP inhibition
O=C1C(C2=NC(C(=O)O)C3C(=O)N(c4ccc(Cl)cc4)C(=O)C23)=C(O)c2ccccc21 (stereo not drawn),-2,98,2,98,·,·,·,-2%,-53%
Cc1ccc(S(=O)(=O)N/N=C2/CC(c3ccccc3)Oc3ccccc32)cc1[N+](=O)[O-] (stereo not drawn),10,148,-10,148,·,·,·,-41%,-74%
CC1CN(Cc2nc3c(c(=O)[nH]c(=O)n3C)n2CCCc2ccccc2)CC(C)O1 (stereo not drawn),1,158,-1,158,-1,87,88,·,·
O=C(NC1CCCCC1)N1CCN(C(=O)c2ccco2)CC1,14,136,-14,136,9,92,84,-3%,10%
CCn1c(NC(=O)c2cccs2)c(-c2cccs2)c(=O)c2ccccc21,-21,60,21,60,1,90,89,3%,-27%
